Screening results deposited in PubChem BioAssay by National Center for Advancing Translational Sciences (NCATS).
Gal4-VP16 FLuc: inhibits Gal4-VP16 luciferase reporter, ROR gamma counter-screen | Drosophila S2 Gal4-VP16 UAS-luciferase, luminescence, 20 h | Potency, µM (doses to about 53.6 µM), for the others: at the highest dose activity, negative = inhibition, actives largely listed as inhibitors | actives 3.5% (n = 310,000) | AID 2546;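 note: Gal4-VP16 expression switched on by copper sulfate through the metallothionein promoter; potency is the fitted concentration of half-maximal effect; % is set by controls: 0 for no effect and ±100 for the full control effect; nearly all actives have a fitted effect of over 50% in size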
BRCA1 expr act: BRCA1 expression activation; MCF7-BRCA1-FFLuc reporter, luminescence, 48 h; response scale: scaled: vehicle 0%, 10 µM genistein 100%; Potency, µM (top dose mostly 46.1 µM), for the others: top-dose activation, hits mostly activators; actives 1.1% (n = 380,000); AID 624202; note: potency is the fitted concentration of half-maximal effect; nearly all actives have a fitted effect of over 80% in size; some results filed as inactive show a strong effect at the top dose
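Luminescence from a BRCA1-driven firefly luciferase in MCF7 cells was read after 48 h compound exposure at 37 C. Data normalized against DMSO and a 10microM genistein activation control, then curve-fitted across the titration.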
p53 reactivator: restores transcriptional activity of mutant p53 | actives 0.063% (n = 320,000) | H1299 p53-A138V BP100-luciferase reporter, luminescence, 24 h | Potency, µM (highest dose often 92.2 µM), for inactives: top-dose activity change, positive = activation, actives largely listed as activators; note: potency is the fitted concentration of half-maximal effect; % of control where 0% means no effect; nearly all actives have a fitted effect of over 45% in size
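p53-null H1299 cells stably carrying temperature-sensitive p53-A138V and a BP100-luciferase reporter were pinned with compounds (4-point, 1:5 series) and held 24 hrs at 37 deg C. Luminescence was read 10 min after detection reagent.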
ELG1 genotoxic: induces genotoxicity in HEK293T cells with luciferase-tagged ELG1 | actives 1.3% (n = 330,000) | AID 504466 | HEK293T ELG1-luciferase reporter, luminescence, 16 h | Potency, µM (highest dose often 46 µM), for the others: at the top dose activity change, positive = activation, usual class: activators; note: potency is the fitted concentration of half-maximal effect; % of control where 0% means no effect; nearly all actives have a fitted effect of over 60% in size
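Step 1: seed 2,000 HEK293T ELG1-luciferase cells per well. Step 2: add compound or DMSO, incubate 16 hr at 37 °C. Step 3: ONE-Glo, 30 min at room temperature, read luminescence.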
RORgamma inh: blocks mouse ROR gamma transcriptional activity | AID 2551 | actives 5.4% (n = 310,000) | Potency, µM (series often up to 53.6 µM), without a hit: at the highest dose activity change, negative = inhibition, actives largely listed as inhibitors | Drosophila S2 Gal4-RORgamma UAS-luciferase reporter, 20 h | P51450; note: potency is the fitted concentration of half-maximal effect; % is set by controls: 0 for no effect and ±100 for the full control effect; nearly all actives have a fitted effect of over 60% in size
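Compounds are pin-transferred onto Drosophila Schneider cells expressing a copper-inducible Gal4–ROR gamma transactivation domain fusion. After 1 hr, copper sulfate is added to 700 uM final; luciferase is read 20 hr later.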
TRPV1 agonist: activates the human vanilloid receptor TRPV1 | TRPV1-expressing cells, Fluo-8 calcium influx, agonist mode | actives 0.19% (n = 320,000) | AID 540275 | activation, % at 8.33 µM; in the data active = activation above about 80%; inconclusive = between about 30% and that limit; note: 0% is about no effect
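Fluo-8 calcium influx in TRPV1-expressing cells, kinetic read (ex 480/em 520 nm). Compound added and read 3 min for agonist activity, followed by capsaicin at EC20 final and 2 min further read for enhancement.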
NPC1 promoter act: NPC1 promoter activation; Huh7 NPC1 promoter luciferase reporter, 24 h; Potency, µM (doses to about 9.22 µM), inactives show top-dose activation, usual class: activators; actives 2.4% (n = 320,000);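 note: potency is the fitted concentration of half-maximal effect; % of control where 0% means no effect; nearly all actives have a fitted effect of over 60% in size; reporter is driven by a mutant NPC1 promoter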
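Huh7 reporter cells (NPC1 promoter driving luciferase) are dosed with compound for 24 h at 37 °C, 5% CO2; luciferase detection reagent is then added and luminescence measured after 10 min at ambient temperature.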
ELG1 repair inh: blocks ELG1-dependent DNA repair in HEK293T cells | actives 2.3% (n = 330,000) | Potency, µM (series often up to 46.1 µM), inactives show at the top dose activity change, negative = inhibition, hits mostly inhibitors | HEK293T ELG1-luciferase reporter, luminescence, 16 h; DNA damage induced by 5-fluorouridine; note: potency is the fitted concentration of half-maximal effect; % is set by controls: 0 for no effect and ±100 for the full control effect; nearly all actives have a fitted effect of over 55% in size
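Reporter activity after DNA damage by 5-fluorouridine is monitored. Compound-treated cells incubate 16 hr at 37 °C, then ONE-Glo is added for 30 min before luminescence reading.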
FLuc modulator: firefly luciferase modulation, counter-screen for miR-21 project. Potency, µM (top dose mostly 57.5 µM), for the others: top-dose activity change, negative = inhibition, most hits filed as inhibitors. P08659. AID 588342. actives 6.9% (n = 360,000). purified FLuc, Km substrates, luminescence inhibition;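 note: potency is the fitted concentration of half-maximal effect; plate controls were vehicle for no effect and reference inhibitor for full effect; nearly all actives have a fitted effect of over 55% in size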
Target sequence (P08659 whole entry, looked up): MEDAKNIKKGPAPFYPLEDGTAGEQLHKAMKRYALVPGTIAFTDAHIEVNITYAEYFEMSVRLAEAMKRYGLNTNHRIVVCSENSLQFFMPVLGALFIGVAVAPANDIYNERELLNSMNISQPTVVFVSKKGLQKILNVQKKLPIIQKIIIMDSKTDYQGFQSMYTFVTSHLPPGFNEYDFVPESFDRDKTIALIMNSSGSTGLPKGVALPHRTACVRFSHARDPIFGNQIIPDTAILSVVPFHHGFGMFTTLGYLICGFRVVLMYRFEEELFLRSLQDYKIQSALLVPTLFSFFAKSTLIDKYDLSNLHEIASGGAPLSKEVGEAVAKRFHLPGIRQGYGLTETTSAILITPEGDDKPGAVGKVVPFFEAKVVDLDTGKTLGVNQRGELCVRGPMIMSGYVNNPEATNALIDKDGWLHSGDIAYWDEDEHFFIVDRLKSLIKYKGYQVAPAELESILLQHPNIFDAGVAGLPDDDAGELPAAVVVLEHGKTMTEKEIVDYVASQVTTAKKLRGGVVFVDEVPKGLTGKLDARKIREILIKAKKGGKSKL
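Purified P. pyralis luciferase, 10 nM final, with Km-level 10 uM D-luciferin and 10 uM ATP in 50 mM Tris acetate pH 7.5, 10 mM Mg acetate, 0.01% Tween-20, 0.05% BSA; 6-point qHTS titration about 60 µM downward; luminescence read.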
Rab9 prom act: activators of Rab9 promoter | Huh7 Rab9 promoter-luciferase reporter, luminescence, 24 h | Potency, µM (highest dose often 9.22 µM), for the others: top-dose activation, negative = inhibition, usual class: activators | actives 2.8% (n = 320,000); note: potency is the fitted concentration of half-maximal effect; % of control where 0% means no effect; nearly all actives have a fitted effect of over 60% in size
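Huh7 cells stably carrying a Rab9 promoter-luciferase reporter, 1500 cells per well in OP-MEM I with 10% FBS, treated with compound 24 hours at 37C. Luciferase activity read by luminescence after 10 minutes with Amplite reagent.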
Tb PFK inh: inhibitors of T. brucei phosphofructokinase | O15648 | T. brucei PFK, ADP-Glo luminescence | Potency, µM (series often up to 57.5 µM), for the others: top-dose activity, negative = inhibition, actives largely listed as inhibitors | actives 0.17% (n = 330,000) | AID 485367;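 note: potency is the fitted concentration of half-maximal effect; 0% = uninhibited 1x PFK enzyme wells and -100% = no-enzyme wells; nearly all actives have a fitted effect of over 60% in size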
Target sequence (O15648 whole entry, looked up): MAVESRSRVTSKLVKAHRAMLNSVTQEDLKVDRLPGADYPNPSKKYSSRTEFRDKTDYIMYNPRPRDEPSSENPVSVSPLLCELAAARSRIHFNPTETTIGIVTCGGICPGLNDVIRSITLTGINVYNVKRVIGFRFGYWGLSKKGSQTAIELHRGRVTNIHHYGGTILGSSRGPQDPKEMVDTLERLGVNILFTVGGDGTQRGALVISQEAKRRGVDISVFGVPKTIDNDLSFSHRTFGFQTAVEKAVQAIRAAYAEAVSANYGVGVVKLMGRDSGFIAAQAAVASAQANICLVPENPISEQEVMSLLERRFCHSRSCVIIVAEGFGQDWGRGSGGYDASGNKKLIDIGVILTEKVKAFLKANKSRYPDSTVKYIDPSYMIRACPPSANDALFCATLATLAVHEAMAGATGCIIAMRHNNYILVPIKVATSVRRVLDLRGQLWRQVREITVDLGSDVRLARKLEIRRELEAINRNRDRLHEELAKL
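Activity is normalized to no-enzyme wells (full inhibition) and 1.25 nM enzyme wells (no inhibition). Reaction: 0.5 mM F6P, 0.1 mM ATP, 45 min RT, ADP-Glo luminescence; concentration-response curves fitted and classed by quality.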
* = called active by the depositor; u = inconclusive; x = no result given; [ ] = remark or other dose. Unless noted, calls come from the whole dose curve; as a rule, active = well fitted curve in the direction sought with a large enough effect; inconclusive = small, poorly fitted or top-dose-only effect, or another doubt; inactive = no such curve, though single readings can be large; an effect the other way counts as inactive or inconclusive.

SMILES	Gal4-VP16 FLuc	BRCA1 expr act	p53 reactivator	ELG1 genotoxic	RORgamma inh	TRPV1 agonist	NPC1 promoter act	ELG1 repair inh	FLuc modulator	Rab9 prom act	Tb PFK inh
O=C(NCC1CCCO1)c1cccc(Oc2ccc([N+](=O)[O-])cc2Cl)c1 (stereo not given)	-29%	-34%	-6%	-5%	17%	-4	-9%	u	-2%	-1%	-4%
Cc1ccc(C(=O)CSc2nc3ccccc3c(=O)[nH]2)cc1	11%	17%	19%	23%	15%	-5	3%	u	-1%	13%	-3%
CCOC(=O)c1c(NC(=O)COc2cccc3c2CCN(Cc2ccc(F)cc2)C3=O)sc2c1CCC2	-6%	x	-14%	0%	2%	0	-4%	-5%	6%	-4%	8%
O=C(Cn1c(=O)oc2ccccc21)Nc1nnc(N2CCCCCC2)s1	-10%	0%	7%	7%	26%	-4	-3%	-2%	2%	-4%	4%
COc1ccc(C)c2sc(NC(=O)C3CC3)nc12	-8%	-55%	2%	0%	-45%	-3	0%	u	u	5%	1%
O=Cc1cc([N+](=O)[O-])ccc1N1CCOCC1	-6%	-23%	-3%	3%	4%	1	-2%	-4%	-1%	0%	2%
O=C(O)CC(NC(=O)Cc1ccc([N+](=O)[O-])cc1)c1ccc2c(c1)OCO2 (stereo not given)	0%	-5%	-1%	3%	5%	1	-6%	-11%	-2%	-6%	4%
Cc1cccn2c(=O)c3cc(S(=O)(=O)c4ccccc4)c(=N)n(Cc4cccnc4)c3nc12	-13%	-25%	-3%	-33%[inhibitor]	-29%	2	-1%	u	2%	3%	0%
CCCc1nc2nc(C)c(NS(=O)(=O)c3ccc4c(c3)CCCC4)c(=O)n2[nH]1	-5%	23%	-1%	-1%	13%	0	-7%	1%	-13%	1%	2%
O=C1CC(c2ccco2)Sc2nc3ccccc3n21 (stereo not given)	10%	0%	u	u	-37%	-3	-1%	u	12µM*	-3%	0%
COc1ccc(C(=O)O/N=C(\N)c2ccc(OC)c(OC)c2)cc1	u	13µM*	u	u	-30%	7	26%	u	7.6µM*	u	-8%
Cc1ccc2c(C)c(C(=O)NCC(C)(C)N3CCOCC3)oc2c1C	4%	0%	2%	-2%[9.26 µM]	-22%	u	-5%	-2%	5%	-1%	0%
COc1cccc(-c2nc(-c3ccc(Br)o3)no2)c1	u	64%	u	u	u	2	0.89µM*	u	0.67µM*	0.56µM*	-11%
COc1ccc(/C=C2/C(=O)N=C3SCCN32)cc1	9%	-18%	6%	0%	23%	-3	0%	5%	2%	-3%	3%
CCc1ccc(CN(C)C(=O)c2cc(=O)c3ccccc3o2)cc1	-7%	-12%	-2%	0%	33%	5	3%	-17%	-2%	0%	-3%
CC(C)(C)NS(=O)(=O)c1ccc(CCC(=O)N2CCCCC2)cc1	8%	5%	-1%	0%	17%	1	1%	-8%	2%	2%	-3%
CC(Sc1nnc(-c2cccnc2)o1)C(=O)NC1CCCC1 (stereo not given)	x	-6%	-6%	-1%	x	1	-2%	7%	-1%	-32%[inhibitor]	0%
COCCN(C(=O)c1csnn1)C(C(=O)NC1CCCCC1)c1ccc(C)cc1 (stereo not given)	5%	-4%	-2%	-5%	-1%	4	-2%	-3%	1%	1%	2%
Cc1cc(SCC(=O)OCC(=O)N(CCC#N)c2ccccc2)nc2ccccc12	x	2%	-3%	6%	x	0	1%	12%	-2%	-5%	-5%
CCCCn1c(=O)nc2n(-c3ccccc3)c3ccccc3cc-2c1=O	-3%	-30%	-5%	-4%	-1%	u	-2%	-1%	-1%	-1%	-4%
CCN(CC)S(=O)(=O)c1ccc2c(c1)c(=O)c(C(=O)NCc1cccs1)cn2C	-8%	-40%	-7%	1%	17%	10	-3%	u	1%	-5%	-4%
O=C(O)c1cc(N/N=C/c2cccs2)ccc1Cl	-2%	x	-10%	u	-5%	0	u	u	9.5µM*	u	-2%
COCCN(CCOC)S(=O)(=O)c1ccc(C(=O)NC2CCN(Cc3ccccc3)CC2)cc1	-1%	-13%	2%	-10%	10%	4	0%	u	3%	-10%	-3%
Cc1ccc(C(=O)Nc2nccc(-c3cccs3)n2)cc1	8%	1%	3%	3%	8%	-3	29%	11%	13µM*	17%	5%
O=C(COc1ccc(Cl)cc1Cl)N/N=C/c1cccnc1	-3%	-24%	-3%	-1%	0%	5	2%	21%	-19%	10%	u
N#Cc1ccsc1NC(=O)CN1CCN(S(=O)(=O)c2cc(Cl)ccc2Cl)CC1	-19%	-28%	1%	-1%	19%	8	-1%	u	-1%	2%	0%
O=[N+]([O-])c1ccc(-c2ccc(/C=N/Nc3nc(N4CCCC4)nc(N4CCCC4)n3)o2)cc1	-10%	10%	1%	-5%	u	18	-39%[inhibitor]	3%	-1%	-41%[inhibitor]	-2%
CCOc1cc2[nH]c(=O)n(CCC(=O)N3CCN(c4ccccc4OC)CC3)c(=O)c2cc1OCC	2%	-21%	-8%	-1%	0%	-1	1%	-28%	1%	-6%	-4%
COc1ccc(NC(=O)Nc2ccc3c(c2)C(=O)N([C@H](C)CO)C[C@H](C)[C@@H](CN(C)S(=O)(=O)c2cccs2)O3)cc1	x	0%	-1%	-1%	x	x	x	-30%	x	x	-11%
COC(=O)CN1C(=S)N(C)C(=O)C1CC(=O)Nc1ccccc1 (stereo not given)	16%	-13%	-3%	-1%	-22%	-1	0%	-5%	3%	-2%	-3%

Looked up one by one from above:
SMILES	Gal4-VP16 FLuc	BRCA1 expr act	p53 reactivator	ELG1 genotoxic	RORgamma inh	TRPV1 agonist	NPC1 promoter act	ELG1 repair inh	FLuc modulator	Rab9 prom act	Tb PFK inh
O=C(O)c1cc(N/N=C/c2cccs2)ccc1Cl	-2%	x	-10%	u	-5%	0	u	u	9.5µM*	u	-2%
COC(=O)CN1C(=S)N(C)C(=O)C1CC(=O)Nc1ccccc1 (stereo not given)	16%	-13%	-3%	-1%	-22%	-1	0%	-5%	3%	-2%	-3%
COc1ccc(NC(=O)Nc2ccc3c(c2)C(=O)N([C@H](C)CO)C[C@H](C)[C@@H](CN(C)S(=O)(=O)c2cccs2)O3)cc1	x	0%	-1%	-1%	x	x	x	-30%	x	x	-11%
N#Cc1ccsc1NC(=O)CN1CCN(S(=O)(=O)c2cc(Cl)ccc2Cl)CC1	-19%	-28%	1%	-1%	19%	8	-1%	u	-1%	2%	0%

Carrying on:
SMILES	Gal4-VP16 FLuc	BRCA1 expr act	p53 reactivator	ELG1 genotoxic	RORgamma inh	TRPV1 agonist	NPC1 promoter act	ELG1 repair inh	FLuc modulator	Rab9 prom act	Tb PFK inh
COc1ccc([N+](=O)[O-])cc1NS(=O)(=O)c1ccc(Cl)c(C(=O)Nc2sc3c(c2C#N)CCCCC3)c1	-1%	x	16%	1%	18%	-1	-4%	-4%	0%	-3%	-1%
Nc1c(C(=O)NCc2ccccc2)c2nc3ccccc3nc2n1-c1ccc2c(c1)OCO2	0%	-27%	7%	0%	29%	5	-3%	u	1%	-4%	-4%
C=CCC[C@H](Cc1ccc(F)cc1)C(=O)OC[C@@H](NC(=O)[C@@H](CC=C)CC(=O)N[C@@H](CO)Cc1ccccc1)C(C)(C)C	x	-47%	11%	-12%	x	x	x	u	x	x	0%
O=C(c1cc2sccc2n1Cc1ccc(F)cc1)N1CCN(c2nc3ccccc3s2)CC1	11µM*	-54%	0%	0%	u	3	-24%	u	4%	-27%	-2%
Cc1cc(OCC(=O)Nc2nnc(C3CC3)s2)ccc1[N+](=O)[O-]	0%	-2%	-4%	12%	1%	1	-7%	-1%	6%	2%	0%
CCOc1ccc(NC(=O)c2ccccc2NC(=O)CN2CCCCCC2)cc1	x	-8%	2%	0%	x	u	-3%	11%	u	-2%	0%
Cc1[nH]c2ccccc2c1/C=C(/C#N)C(=O)NC(C)C	23%	0%	-3%	6%	24%	21	-1%	-6%	-18%	1%	1%
CCOC(=O)c1c(C)sc2c1N(C(=O)CCl)c1cc(Cl)ccc1S2	-9%	-89%[inhibitor]	-26%	-15%	12%	-2	-43%[inhibitor]	u	4%	-33%[inhibitor]	-2%
CN(C)CCCNC(=O)COc1ccc(Br)cc1Cl	3%	33%	-5%	3%	31%	0	-2%	22%	-17%	1%	-7%
CC(=O)Nc1sc2c(c1C(c1ccccn1)N1CCCC1)CCCC2 (stereo not given)	-5%	-21%	2%	-9%	-36%	u	-1%	-5%	5%	4%	-1%
CCOc1ccc(N2C(=O)S/C(=C\c3ccc(O)c(OCC)c3)C2=O)cc1	-10%	0%	3%	1%	9%	-1	0%	u	-1%	0%	3%
O=C(NC1=NCCS1)c1cc(-c2cccs2)nc2ccccc12	u	-5%	-3%	-10%	25µM*	u	2%	u	12µM*	0%	0%
